OX1R antag-1: blocks the human orexin 1 receptor. OX1R-expressing cells, FRET antagonist read-out. O43613. 1.8% of 330,000 active. inhibition, % at 6.6 µM. AID 485270; in the data active means inhibition mostly above about 38%, no sharp cut-off; inactive means mostly below about 40%;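 further: 0% = agonist challenge alone and 100% = reference antagonist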
Target sequence (O43613 whole entry, looked up): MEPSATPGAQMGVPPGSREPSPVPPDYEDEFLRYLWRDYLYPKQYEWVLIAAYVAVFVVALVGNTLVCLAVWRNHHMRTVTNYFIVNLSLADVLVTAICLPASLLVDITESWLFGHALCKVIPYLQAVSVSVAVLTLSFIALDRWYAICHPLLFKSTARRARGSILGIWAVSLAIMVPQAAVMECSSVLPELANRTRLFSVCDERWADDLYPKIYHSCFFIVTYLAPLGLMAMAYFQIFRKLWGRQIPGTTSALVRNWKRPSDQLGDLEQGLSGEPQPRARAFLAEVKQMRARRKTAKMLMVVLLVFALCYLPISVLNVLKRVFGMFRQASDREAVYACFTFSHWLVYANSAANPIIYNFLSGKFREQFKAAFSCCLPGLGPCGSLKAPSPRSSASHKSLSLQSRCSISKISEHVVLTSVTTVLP
OX1R antag-2: antagonists of human orexin 1 receptor; O43613; CHO/OX1R cells, Fluo-8 calcium fluorescence, orexin A; inhibition, % at 5 µM; 0.43% of 330,000 active; AID 434989;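 active means inhibition above its plate's threshold, mean inhibition of all tested compounds on the plate plus 3 SD, cut at about 37% in these data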;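 further: 0% = orexin A challenge wells and 100% = SB-334867-A antagonist wells; not every result past the cut was called active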
STK33 kinase inh: human STK33 kinase inhibition; purified STK33, MBP phosphorylation, ADP-Glo luminescence; inhibition, % at 10 µM; 0.073% of 320,000 active;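 active means inhibition at or above 25%, using the most active replicate where run in duplicate; inactive means inhibition below 25%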
Target sequence (Q9BYT3 whole entry, looked up): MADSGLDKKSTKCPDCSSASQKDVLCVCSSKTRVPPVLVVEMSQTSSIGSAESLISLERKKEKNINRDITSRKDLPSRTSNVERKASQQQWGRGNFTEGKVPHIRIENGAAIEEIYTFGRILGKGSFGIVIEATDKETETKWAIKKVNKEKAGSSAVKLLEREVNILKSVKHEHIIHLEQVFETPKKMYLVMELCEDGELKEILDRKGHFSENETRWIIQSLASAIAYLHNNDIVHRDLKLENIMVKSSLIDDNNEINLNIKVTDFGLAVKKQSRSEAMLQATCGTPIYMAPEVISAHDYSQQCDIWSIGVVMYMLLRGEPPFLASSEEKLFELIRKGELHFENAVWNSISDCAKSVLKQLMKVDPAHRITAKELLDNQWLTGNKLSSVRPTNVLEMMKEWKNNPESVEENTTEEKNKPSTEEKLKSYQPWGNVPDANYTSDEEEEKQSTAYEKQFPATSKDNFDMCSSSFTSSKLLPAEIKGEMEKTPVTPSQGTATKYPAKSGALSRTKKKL
An asterisk follows results filed as active; . = not tested or not shown; & = joins results of further samples.

item	STK33 kinase inh	Structure	OX1R antag-1	OX1R antag-2
1	.	CCOC(=O)N1CCC(NC(=O)c2cc(C(=O)Nc3ccc(S(=O)(=O)N4CCCCC4)cc3)ccc2CO)CC1	11	-19
2	-2.0	O=C1/C(=C/c2cccs2)SC(=S)N1c1cccc(O)c1	10	-7
3	1.5	Cn1c(=O)c2c(nc(N/N=C/c3ccc(OC(=O)c4ccco4)cc3)n2Cc2ccc(F)cc2)n(C)c1=O	14	-10
4	-0.4	O=[N+]([O-])c1cc2c(cc1Br)CCN2	21	-8
5	-1.8	Cc1nc(N2CCN(Cc3ccccc3)CC2)c(C#N)c2c1COC(C)(C)C2	2	-30
6	0.7	CC(C)OC(=O)c1cc(C(=O)c2cc(Br)ccc2O)coc1=N	13	-13
7	.	CCCCn1c(N)c(N(CCOC)C(=O)c2c(C)noc2C)c(=O)[nH]c1=O	19	-9
8	-2.8	c1nc2ccc(Cc3ccc4nc[nH]c4c3)cc2[nH]1	8	-10
9	0.1	Cc1ccccc1NC(=O)NNC(=O)COc1ccc2ccccc2c1	31	-16
10	-1.4	Cc1ccccc1C(=O)Nc1ccccc1C(=O)NCc1ccccc1	14	1
11	-0.7	CCCOc1cc(C)c(S(=O)(=O)NCc2cccs2)cc1C	8	13
12	-0.7	Cc1c(C)n2c(SCC(=O)N3CCCCC3)nnc2[nH]c1=O	-1	-4
13	6.1	Cc1csc(SCC(=O)NCc2ccccc2Cl)n1	-4	-24
14	-0.8	C[C@H](NC(=O)c1nc[nH]c1C(=O)N[C@@H](C)C(=O)OC(C)(C)C)C(=O)OCc1ccccc1	16	-53
15	-0.3	CCN1CCN(C(=S)c2ccc(OCC(=O)NCc3ccccc3)cc2)CC1	14	-24
16	-1.3	COc1cc(NC(=O)c2cccnc2)c(Cl)cc1NC(=O)c1ccc(Cl)cc1	5	-7
17	-0.5	CC(C)NC(=S)N/N=C/c1ccc2c(c1)OCCO2	7	-22
18	-1.8	O=c1c(-c2cccc(Cl)c2)c[nH]n1-c1ccccc1	13	-11
19	1.3	O=C1/C(=C\c2ccco2)SC(=S)N1Cc1ccccc1	17	11
20	-0.8	O=C(NC(=S)N1CCN(CCO)CC1)C12CC3CC(CC(C3)C1)C2	4	-15

A draw from above in order of number of heavy atoms, rising:
item	STK33 kinase inh	Structure	OX1R antag-1	OX1R antag-2
4	-0.4	O=[N+]([O-])c1cc2c(cc1Br)CCN2	21	-8
18	-1.8	O=c1c(-c2cccc(Cl)c2)c[nH]n1-c1ccccc1	13	-11
19	1.3	O=C1/C(=C\c2ccco2)SC(=S)N1Cc1ccccc1	17	11
12	-0.7	Cc1c(C)n2c(SCC(=O)N3CCCCC3)nnc2[nH]c1=O	-1	-4
6	0.7	CC(C)OC(=O)c1cc(C(=O)c2cc(Br)ccc2O)coc1=N	13	-13
20	-0.8	O=C(NC(=S)N1CCN(CCO)CC1)C12CC3CC(CC(C3)C1)C2	4	-15
9	0.1	Cc1ccccc1NC(=O)NNC(=O)COc1ccc2ccccc2c1	31	-16
7	.	CCCCn1c(N)c(N(CCOC)C(=O)c2c(C)noc2C)c(=O)[nH]c1=O	19	-9
16	-1.3	COc1cc(NC(=O)c2cccnc2)c(Cl)cc1NC(=O)c1ccc(Cl)cc1	5	-7
14	-0.8	C[C@H](NC(=O)c1nc[nH]c1C(=O)N[C@@H](C)C(=O)OC(C)(C)C)C(=O)OCc1ccccc1	16	-53
3	1.5	Cn1c(=O)c2c(nc(N/N=C/c3ccc(OC(=O)c4ccco4)cc3)n2Cc2ccc(F)cc2)n(C)c1=O	14	-10
1	.	CCOC(=O)N1CCC(NC(=O)c2cc(C(=O)Nc3ccc(S(=O)(=O)N4CCCCC4)cc3)ccc2CO)CC1	11	-19

Remaining list, next part
item	STK33 kinase inh	Structure	OX1R antag-1	OX1R antag-2
21	-2.8	CCN(CC)C(=O)c1cc2c(=O)n3cccc(C)c3nc2s1	16	-25
22	0.3	CCC(CC)c1nnc(NC(=O)CS(=O)(=O)c2ccc(C)cc2)s1	6	-34
23	-2.5	COc1ccc(N2CCN(C(=O)c3cccc(NC4=NC5CS(=O)(=O)CC5S4)c3)CC2)cc1 (configuration not stated)	17	-4
24	-0.4	Cc1nc2sc(C(c3ccccc3)N3CCOCC3)c(O)n2n1 (configuration not stated)	12	-4
25	-0.7	Cc1ccc(S(=O)(=O)N(C)C)cc1NC(=O)COC(=O)COc1ccc2c(C)cc(=O)oc2c1	16	-9
26	-1.2	CCCOc1ccc(-c2c(=O)n(O)c3ccccc3[n+]2[O-])cc1	-4	-20
27	0.3	O=C(CSc1nnc2ccc(-c3ccccn3)nn12)Nc1ccccc1	6	-23
28	-0.9	O=C(NCc1ccccn1)c1ccc(CNS(=O)(=O)c2cccc(C(F)(F)F)c2)cc1	16	-14
29	0.1	O=C(NC1CCCCC1)C1CCCN1S(=O)(=O)c1ccc(F)cc1 (configuration not stated)	14	0
30	0.0	CCOC(=O)c1c(NC(=O)c2cccc(N3C(=O)CCC3=O)c2)sc(C)c1C	28	-11
31	-1.8	CC[n+]1c(/C=C/Nc2ccccc2)oc2ccc(OC)cc21	32	-2
32	-1.3	CCN(CC(=O)Nc1cc(Cl)ccc1C)C(=O)COc1cccc2c1OC(C)(C)C2	6	-32
33	-1.9&-0.5&0.9	CN1[C@@H]2CC(OC(=O)[C@H](CO)c3ccccc3)C[C@H]1[C@@H]1O[C@@H]12 (some centres not stated)	3&23&17&3	-14&-12&24&-4
34	-0.7	Cc1ccc(NC(=S)N(CCN2CCOCC2)Cc2cc3cc4c(cc3[nH]c2=O)OCO4)cc1	7	-22
35	-1.5	CC(C)C(=O)N1CCN(c2ccccc2NC(=S)NC(=O)c2cccs2)CC1	12	-33
36	-0.4	CS(=O)(=O)c1ccc(Cl)c(NC(=O)COC(=O)Cc2c[nH]c3ccccc23)c1	16	-3
37	-2.5	COc1ccc(C(=O)N/C(=C\c2cccs2)c2nc3ccccc3[nH]2)cc1OC	22	-24
38	-0.1	O=C(O)c1cc(-c2ccc(/C=c3\sc4nc5ccc(Br)cc5n4c3=O)o2)ccc1Cl	-8	-12
39	-0.3	CCCCOc1cccc(C(=O)Nc2ccc(S(=O)(=O)Nc3nnc(CC)s3)cc2)c1	4	-13
40	-1.9	CCN(CC)S(=O)(=O)c1ccc(Cl)c(C(=O)NCc2ccco2)c1	11	-6
41	0.9	O=C(Nc1ccc(Cl)cc1)N1CCSCC1	18	-10
42	-2.2	Cc1cc(/C=N/NC(=O)c2ccc(O)cc2)c(C)n1CC(C)C	13	-8
43	-0.6	O=C(CN1C(=O)NC(Cc2ccccc2)C1=O)Nc1ccc(OC(F)(F)F)cc1 (configuration not stated)	3	-15
44	-0.1	Cc1ccc2nc(Cl)c(C3CC(c4ccco4)=NN3S(C)(=O)=O)cc2c1 (configuration not stated)	13	-16
45	-2.6	CC(c1nnc(SCC(=O)Nc2sccc2C#N)n1-c1ccc(Cl)cc1)N(C)C (configuration not stated)	3	-24
46	-0.1	Cc1ccc(N2C(=O)C3C(C2=O)C2C=CC3C23CC3)cc1 (configuration not stated)	5	-10
47	-0.8	COc1ccc(Cc2nnc(SCC(=O)Nc3c(C)cccc3C)[nH]c2=O)cc1	19	-21
48	10	Cc1cc(N)n2ncc(-c3ccccc3)c2n1	56	1
49	-1.2	Cc1cccc(C(=O)Nc2nnc(C3=COCCO3)o2)c1	19	3
50	0.0	Cc1ccccc1NC(=S)NCc1ccccc1	3	14
51	2.1	O=C(OCC(=O)N1CCN(c2ccccc2)CC1)c1ccncc1	-3	-21
52	-0.6	COC(=O)c1ccc(NC(=O)C23CC4CC(C2)CC(n2cncn2)(C4)C3)cc1	11	-19
53	-2.7	Cc1ccc(S(=O)(=O)N2CCN(C(=O)c3cc4c(C)nn(-c5ccccc5)c4s3)CC2)cc1	8	-22
54	1.8	O=C(c1ccc(N2C(=O)C3CC=C(Cl)CC3C2=O)cc1)N1CCCCC1 (configuration not stated)	16	-20
55	-1.1	CCOc1ccccc1-c1nc(-c2ccncc2)no1	25	-14
56	0.3	Cc1nn(CC(=O)Nc2ccc(Cl)cn2)c(C)c1[N+](=O)[O-]	20	-11
57	11	C/C(=N\Nc1nncc2ccccc12)c1ccc(O)cc1	18	-18
58	-2.0	Cc1cc(C)c2c(c1)/C(=N\N=c1\sc3ccccc3n1C)C(=O)N2	15	-4
59	-1.7	COc1ccc(-c2nc(C#N)c(NCCc3ccccc3)o2)cc1	39	-31
60	0.3	Cc1ccc(C2SCC(=O)N2Cc2ccccc2)cc1 (configuration not stated)	-1	-37
61	-0.5	COc1cccc2c(=O)n(CC(=O)N3CCc4ccccc43)ccc12	3	-22
62	-0.4	O=C(Nc1cc(S(=O)(=O)N2CCCC2)ccc1Cl)C1=COCCO1	10	-3
63	1.2	CC(C)(C)C(=O)CC1(O)C(=O)N(Cc2ccccc2)c2ccccc21 (configuration not stated)	9	0
64	-0.4	CCOC(=O)CNC(=O)CN1C(=O)CCS(=O)(=O)c2ccccc21	16	-19
65	-1.2	CCCNC(=O)C/C(C)=N/NC(=O)COc1ccc(C)cc1Br	24	-7
66	1.7	COc1cc(/C=C2/CC(C)OC2=O)c([N+](=O)[O-])cc1OC (configuration not stated)	26	-15
67	-1.2	O=C(CN1C(=O)C2C3C=CC(C3)C2C1=O)Nc1ccc2c(c1)OCCO2 (configuration not stated)	12	-11
68	1.4	CCOC(=O)c1ccc(OC)c(OC)c1Cl	7	-3
69	-1.3	COc1ccc(C)cc1NC(=O)C1CCN(S(=O)(=O)c2ccc3c(c2)NC(=O)CO3)CC1	9	-22
70	-2.0	COc1ccc(N(CC(=O)NCCc2ccccc2)C(=O)c2csnn2)cc1	17	-42
71	0.6	CCc1ccccc1NC(=O)CNCC(=O)Nc1ccccc1CC	-9	-12
72	0.4	CCc1ccc(-c2nc(CS(=O)CC(=O)NCc3ccco3)c(C)o2)cc1 (configuration not stated)	4	-21
73	0.3	Cc1ccc(C2(c3noc(CN(C)CC4COCCO4)n3)CCCC2)cc1 (configuration not stated)	4	-13
74	-1.5	CCOc1ccccc1OCCC(=O)N1CCN(S(=O)(=O)c2ccccc2[N+](=O)[O-])CC1	7	-18
75	-0.8	CC(c1ccon1)N(C)Cc1cn(C)nc1-c1cccc(Cl)c1 (configuration not stated)	11	-27
76	-1.2	O=C1CSC(c2cn(-c3ccccc3)nc2-c2cccs2)N1CC1CCCO1 (configuration not stated)	3	-29
77	1.5	Nc1nc(SCC(=O)NCCO)nc2sc3c(c12)CCCC3	21	-10
78	-0.7	Cc1ccc(C(=O)CSc2ncn[nH]2)cc1	5	-6
79	-2.8	CSC1=NCCN1C(=O)C(C)Oc1ccccc1 (configuration not stated)	12	-7
80	-2.0	COc1ccc(-c2cn(Cc3ccc(C(N)=O)cc3)c(CCN)n2)cc1	4	2

Further entries.
item	STK33 kinase inh	Structure	OX1R antag-1	OX1R antag-2
81	0.8	CC1CC(C)CN(C(=O)c2ccc(-c3ccc([N+](=O)[O-])cc3)o2)C1 (configuration not stated)	18	-36
82	1.9	COc1ccc(OC)c(-n2nnnc2SCC(=O)Nc2ccc(C(=O)N3CCCCC3)cc2)c1	8	-12
83	-1.1	CCOc1ccc(CCNC(=O)COC(=O)c2cc(=O)[nH]c3ccccc23)cc1OCC	36	-25
84	-1.5	COc1ccccc1CNC(=O)C/C(C)=N/NC(=O)Cc1ccccc1	4	-33
85	0.7	CC1(C)CC2(CC(c3ccccc3F)c3cc(Cl)c(O)cc3O2)NC(=S)N1 (configuration not stated)	-16	-28
86	-3.2	Cc1cc[n+](CC(=O)c2cccs2)cc1	-2	-23
87	2.3	CC1(C)CC(=O)c2sc(NC(=O)c3ccc4ncsc4c3)nc2C1	15	-28
88	-0.6	Cc1cc(=O)oc2cc(OCCCC[n+]3ccccc3)ccc12	3	-22
89	-0.9	CCOC(=O)NNC(=O)CCn1c2c(c3ccccc31)CCCC2	22	-34
90	-1.1	CCN(CC)S(=O)(=O)c1ccc(OCC(=O)NCc2ccccc2)cc1	19	-20
91	-0.2	CCOC(=O)C1CCN(C(=O)c2ccc(OC3CCN(C(=O)CCOC)CC3)cc2)CC1	10	-1
92	-1.1	COC(CNC(=O)C1CC(=O)N(CCc2ccccc2)C1)OC (configuration not stated)	3	-13
93	-0.7	CCOC(=O)COc1ccc2cc(C(=O)OCC)c(=O)oc2c1	110*	-3
94	-1.9	O=C(NCN1CCN(c2ccccn2)CC1)c1cnccn1	17	2
95	8.9	CCOc1ccc(N(CC(=O)NC2CCCC(C)C2C)S(=O)(=O)c2c(C)noc2C)cc1 (configuration not stated)	14	-37
96	-1.4	O=C(CCN1C(=O)/C(=C\c2cccs2)SC1=S)NC1=NCCS1	20	-10
97	-0.8	Cc1ccccc1C(=O)NNC(=O)CCCCC(=O)NNC(=O)c1ccccc1C	21	-10
98	0.5	COc1ccc(S(=O)(=O)Nc2nnc(C(C)C)s2)cc1	23	-19
99	-0.3	CC(C)CN1CCC(=O)N([C@H](COc2ccccc2)Cc2ccccc2)CC1	40	-49
100	-2.9	CCC(C)n1nnc2c(=O)oc3ccccc3c21 (configuration not stated)	2	-12
101	7.2	CN(C(=O)c1ccc(NC(=O)Cc2cccc(NC(=O)C3CCN(C(=O)C4CCCCC4)CC3)c2)cc1)C1CCCC1	2	-8
102	-0.1	C/C(=N/NS(=O)(=O)c1ccc(Cl)cc1)c1ccc2c(c1)OCO2	6	-24
103	-1.8	Cc1ccc(Nc2nnc(SC3CCOC3=O)s2)cc1 (configuration not stated)	4	-3
104	0.2	O=C(/C=C/c1ccc(S(=O)(=O)N2CCOCC2)cc1)OCC(=O)c1ccc([N+](=O)[O-])cc1	9	3
105	0.2	O=C(CSc1nc(C2CC2)nc2ccccc12)Nc1ccccc1	26	-8
106	-0.7	COCCCn1c(=O)/c(=C\c2ccccc2OC(F)F)s/c1=C(/C#N)C(=O)NC(C)C	-5	-33
107	-0.1	CCc1cccc(C)c1NC(=O)CCCN1C(=O)NC(C)(C)C1=O	11	-4

Bioassay records from PubChem BioAssay.

Hits appear at their usual frequency; overall some 2.2% were active at least once.
